EPAC1 antagonist – EPAC1 (human) antagonism | EPAC1 GEF assay, Rap1b-BODIPY-GDP exchange fluorescence | Potency, µM (series often up to 115 µM), without a hit: top-dose activity change, negative = inhibition, hits mostly inhibitors | actives 0.14% (n = 360,000);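 also: potency is read from the fitted curve at half-maximal effect; plate controls were vehicle for no effect and positive control for full effect; nearly all actives have a fitted effect of over 50% in size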
WRN helicase inh – blocks human WRN helicase | Q14191 | WRN helicase unwinding, fluorescent forked duplex, kinetic | Potency, µM (highest dose often 114 µM), inactives show at the top dose activity change, negative = inhibition, most hits filed as inhibitors | actives 0.46% (n = 360,000) | AID 651768; also: potency is read from the fitted curve at half-maximal effect; % is scaled to controls: 0 for no effect and ±100 for the full control effect; nearly all actives have a fitted effect of over 55% in size
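Kinetic red-fluorescence monitoring (525/598 nm) tracks WRN helicase activity after 100 nM fluorophore-quencher forked duplex and 2 mM ATP are added to 20 nM enzyme pretreated 15 min at room temperature with compound.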
PI5P4Ka inh – PI5P4K alpha (human) kinase inhibition; PI5P4Kalpha enzyme, ADP-Glo luminescence, 60 min; hits give low values; max response, %; P48426; actives 1.2% (n = 330,000); active = max response of -50% or lower; inconclusive = between -30% and -50%; inactive = -30% or higher; also: value at the top dose of about 77 µM; % is scaled to controls: 0 for no effect and ±100 for the full control effect
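Compounds were pin-transferred onto PI5P4Kalpha and substrate in HEPES pH 7.4 buffer with EGTA, CHAPS and 5% DMSO. ATP (5 microM final) started the reaction, which ran 60 minutes at room temperature before ADP-Glo detection.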
CCT chaperon mod – cytosolic chaperonin activity modulation. actives 0.3% (n = 360,000). purified chaperonin ATPase assay, HTRF ADP detection, 30 min. activity change, % (test concentration not listed), hits read low; in the data active = activity change below about -30%; also: % is scaled to controls: 0 for no effect and ±100 for the full control effect
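TRiC at 40 or 20 nM final (batch-dependent) in 30 mM Tris pH 7.4, 100 mM KCl, 5 mM MgCl2, 1 mM DTT, with compound at single 76 uM and 10 uM ATP, 30 min at 37 deg C. ADP detected by HTRF Transcreener, 665/615 ratio.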
MmCpn inh – inhibitors of Methanococcus maripaludis chaperonin (MmCpn) | Potency, µM (series often up to 76.9 µM), inactives show at the highest dose activity, negative = inhibition, actives largely listed as inhibitors | actives 0.031% (n = 330,000) | purified Mm-Cpn ATPase, ADP Transcreener TR-FRET; also: potency is read from the fitted curve at half-maximal effect; % is scaled to controls: 0 for no effect and ±100 for the full control effect; nearly all actives have a fitted effect of over 80% in size
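ATPase read-out: TR-FRET ADP immunoassay (anti-ADP Eu cryptate vs ADP-d2), ex 320 nm, em 590/665 nm; signal drops as ADP forms. Enzyme 25 nM, ATP 10 uM, 30 min at 37°C after 10 min compound preincubation.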
EPAC1 agonist – agonists of human EPAC1; actives 0.073% (n = 360,000); EPAC1 agonist qHTS, biochemical assay; response scale: 100% = response to 6.5 mM cAMP; Potency, µM (top dose mostly 154 µM), for the others: at the top dose activation, usual class: activators; also: potency is read from the fitted curve at half-maximal effect; nearly all actives have a fitted effect of over 60% in size
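EPAC1 100 nM, Rap1B–BODIPY-GDP 250 nM, unlabeled GDP 50 uM; compound titration; 5 min RT; kinetic read ex480/em540 at 5-min intervals ×30 min; data normalized to 6.5 mM cAMP agonist control.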
EPAC2 antagonist – EPAC2 (human) antagonism; Q8WZA2; EPAC2 GEF exchange of Rap1B-BODIPY-GDP, fluorescence; Potency, µM (series often up to 114 µM), without a hit: at the highest dose activity, negative = inhibition, usual class: inhibitors; actives 0.18% (n = 360,000); AID 720708; also: potency is read from the fitted curve at half-maximal effect; % is scaled to controls: 0 for no effect and ±100 for the full control effect; nearly all actives have a fitted effect of over 45% in size; many of its hits are not listed in these tables
Target sequence (Q8WZA2 whole entry, looked up): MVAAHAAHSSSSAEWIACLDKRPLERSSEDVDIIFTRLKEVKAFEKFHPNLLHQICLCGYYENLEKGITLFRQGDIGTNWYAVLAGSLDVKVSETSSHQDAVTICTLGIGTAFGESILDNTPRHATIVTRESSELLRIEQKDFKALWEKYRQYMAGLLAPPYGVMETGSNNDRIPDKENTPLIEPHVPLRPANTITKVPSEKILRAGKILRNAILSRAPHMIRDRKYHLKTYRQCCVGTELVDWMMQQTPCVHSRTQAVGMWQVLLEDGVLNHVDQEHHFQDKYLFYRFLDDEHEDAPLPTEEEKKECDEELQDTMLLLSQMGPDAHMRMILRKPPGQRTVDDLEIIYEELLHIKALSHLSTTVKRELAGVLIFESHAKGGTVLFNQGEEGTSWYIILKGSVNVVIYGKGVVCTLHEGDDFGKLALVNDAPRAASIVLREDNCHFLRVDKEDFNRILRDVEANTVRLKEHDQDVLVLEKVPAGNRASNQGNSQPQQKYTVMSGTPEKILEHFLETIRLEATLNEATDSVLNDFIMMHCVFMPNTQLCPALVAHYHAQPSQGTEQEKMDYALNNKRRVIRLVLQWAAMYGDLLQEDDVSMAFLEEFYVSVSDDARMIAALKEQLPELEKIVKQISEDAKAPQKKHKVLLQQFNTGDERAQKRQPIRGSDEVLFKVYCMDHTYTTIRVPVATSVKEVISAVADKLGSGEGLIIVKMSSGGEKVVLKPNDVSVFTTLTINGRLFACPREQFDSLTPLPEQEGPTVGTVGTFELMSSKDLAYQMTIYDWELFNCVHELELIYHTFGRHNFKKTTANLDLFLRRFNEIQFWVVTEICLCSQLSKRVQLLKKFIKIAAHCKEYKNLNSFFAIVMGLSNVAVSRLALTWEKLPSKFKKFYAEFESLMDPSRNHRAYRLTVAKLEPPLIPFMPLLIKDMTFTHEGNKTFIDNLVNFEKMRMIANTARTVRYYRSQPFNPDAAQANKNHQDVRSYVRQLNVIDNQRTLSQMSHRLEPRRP
PLK1 PBD block – inhibitors of human PLK1 polo-box domain binding. P53350. Plk1 PBD binding of FITC phosphopeptide, fluorescence polarization. Potency, µM, for inactives: max response, negative = inhibition, most hits filed as inhibitors. actives 2.8% (n = 360,000); also: potency is read from the fitted curve at half-maximal effect; series mostly up to about 57 µM; % is scaled to controls: 0 for no effect and ±100 for the full control effect; nearly all actives have a fitted effect of over 65% in size
* hit, by the source's call; ? = inconclusive; · = not tested or not shown; [ ] = dose if it differs, or a comment. Unless noted, calls follow the shape of the dose curve; as a rule, active = well fitted curve in the direction sought with a large enough effect; inconclusive = small, poorly fitted or top-dose-only effect, or another doubt; inactive = no such curve, though single readings can be large; an effect the other way counts as inactive or inconclusive. A portion of the library; the hit share may differ from the screen's.

no.	mol	EPAC1 antagonist	WRN helicase inh	PI5P4Ka inh	CCT chaperon mod	MmCpn inh	EPAC1 agonist	EPAC2 antagonist	PLK1 PBD block
1	OC(c1cccc(CN2CCCCC2)c1)c1ncc(-c2cccc(C(F)(F)F)c2)[nH]1 (configuration not stated)	-8.4%	8.7%	9.1	-0.2	·	-0.1%	3.2%	-3.4%
2	O=C1CCCc2cc3c(cc21)CC1(C3)Cc2cc3c(cc2C1)C(=O)CCC3	2.1%	-5.7%	6.5	0.3	-1.1%	15.1%	-9.7%	-5.2%
3	C/C(=N\NC(=O)c1c(C)nc2ccccn12)c1ccc(C(C)(C)C)cc1	-17.8%	3.2%	3.9	1.2	0.2%	-23.2%	-11.2%	-2.1%
4	O=C(Nc1ccn(Cc2c(F)c(F)cc(F)c2F)n1)c1ccc(COc2ccc(Cl)cc2Cl)o1	1.9%	-6.2%	·	-0.5	-4.6%	2.4%	5.8%	-0.3%
5	Nc1cccc(C(=O)NCCNC(=O)c2cccc(N)c2)c1	3.8%	0.5%	-1.6	-3.3	0.4%	-6.1%	23.4%	-5.8%
6	CC[C@H](C)[C@H](NC(N)=O)C(=O)NCCc1ccc(Cl)cc1Cl	-17.1%	-8.1%	2.6	-2.8	3.9%	3.5%	-2.3%	-7.2%
7	COC(=O)COc1ccc(S(=O)(=O)Nc2ccc(NC(C)=O)cc2)cc1C	-29.0%	-5.2%	15.6	-12.9	1.7%	-2.6%	0.1%	-5.1%
8	CC1CCCCN1Cc1c(O)ccc2c(=O)c(-c3ccc(Cl)cc3)coc12 (configuration not stated)	3.5%	3.9%	1.0	-0.2	-2.4%	6.1%	-5.6%	-6.3%

(list continues)
no.	mol	EPAC1 antagonist	WRN helicase inh	PI5P4Ka inh	CCT chaperon mod	MmCpn inh	EPAC1 agonist	EPAC2 antagonist	PLK1 PBD block
9	O=c1cc(-c2ccccc2Cl)oc2cc(O)cc(O)c12	-9.3%	-7.0%	-0.4	-0.1	2.1%	13.5%	1.7%	-8.7%
10	Cc1ccc([C@@H]2CC=C(C(=O)O)[C@H](c3ccccc3F)N2S(=O)(=O)c2ccccc2C)cc1	8.0%	-4.2%	7.5	0.9	0.7%	-9.5%	?	-9.3%
11	CCCN1CNC(=S)N(c2ccccc2OCC)C1	1.1%	2.1%	-7.1	-1.1	-12.2%	-2.3%	-1.5%	-10.1%
12	CCN(CC)C(=O)C1=C(C)N(CCCOC)C(=O)C(CC(=O)NCc2cccc3ccccc23)C1 (configuration not stated)	-8.6%	6.0%	-9.1	0.1	·	-9.6%	2.3%	0.4%
13	CCCCN(C=O)c1c(CC)nc2ccc(C(=O)NCCN(C)C)cn12	-12.4%	8.8%	2.7	-0.6	·	3.8%	-3.4%	-12.7%
14	COc1ccccc1N1CCN(C(=O)c2cc(-c3ccc(Cl)cc3)on2)CC1	11.9%	-10.6%	·	0.8	0.2%	0.4%	0.1%	-4.3%
15	CC1CCN(CCc2nc3cc(NS(=O)(=O)c4ccccc4)ccc3n2C)CC1	12.4%	0.0%	2.2	1.2	-0.4%	-3.7%	13.3%	-2.5%
16	Cc1c(CN2CCc3c([nH]c4ccccc34)C2CC(C)C)cnn1C (configuration not stated)	0.3%	-8.6%	0.4	-1.2	2.8%	2.7%	2.8%	-7.0%

Additional structures
no.	mol	EPAC1 antagonist	WRN helicase inh	PI5P4Ka inh	CCT chaperon mod	MmCpn inh	EPAC1 agonist	EPAC2 antagonist	PLK1 PBD block
17	C#CCOCCOCCOCCNc1nc(N2CCN(C(=O)Cn3cc(CC(C)O)nn3)CC2)nc(N2CCN(C(=O)[C@H](C)n3cc(CCC(=O)O)nn3)CC2)n1 (some centres not stated)	3.8%	0.0%	5.3	2.9	·	-1.4%	0.4%	-4.9%
18	COc1cccc(-n2nnc3c(=O)n(Cc4ccc(F)cc4)cnc32)c1	?	-3.9%	·	-1.0	0.4%	0.5%	-0.8%	2.4%
19	OCCN(CCO)CC(O)COc1ccc2c(c1)OCO2 (configuration not stated)	22.9%	-14.6%[57.1 µM]	-2.1	1.7	-0.7%	0.9%	14.7%	-2.7%
20	CCn1c(NC(=O)c2cccs2)nc2ccccc21	0.3%	7.2%	·	-1.7	-2.4%	-6.9%	-8.9%	-2.2%
21	COc1ccc(-c2cc(=O)[nH][nH]2)cc1	-4.4%	-5.9%	-5.0	1.7	-2.3%	1.6%	-0.3%	2.0%
22	O=C(CSc1ncnc2[nH]ncc12)Nc1nc(-c2ccc(F)c(F)c2)cs1	-16.7%	-9.0%	-4.1	-1.4	1.1%	-4.8%	4.7%	-6.6%
23	CC(C)Oc1ccc(C(=O)Nc2ccc([N+](=O)[O-])cc2)cc1	-5.3%	-4.5%	-2.5	3.1	-3.0%	4.5%	9.3%	-3.9%
24	CCCCCCCCCCNC(=O)C(=O)Nc1ccccn1	11.8%	-6.9%	0.7	0.3	2.1%	4.6%	7.4%	-7.3%

Following part.
no.	mol	EPAC1 antagonist	WRN helicase inh	PI5P4Ka inh	CCT chaperon mod	MmCpn inh	EPAC1 agonist	EPAC2 antagonist	PLK1 PBD block
25	Cc1ccc(S(=O)(=O)NCc2ccccc2)cc1C(=O)N1CCCC(C(F)(F)F)C1 (configuration not stated)	-22.0%	-14.3%	0.6	0.1	0.2%	?	-1.7%	-1.0%
26	COc1ccc(N2CCN(CCCn3c(=S)[nH]c4ncccc4c3=O)CC2)cc1	-5.6%	3.5%	14.6	0.3	3.3%	0.0%	0.8%	-11.1%
27	CC(C(=O)Nc1ccc2c(c1)OCCO2)N(C)CC(=O)Nc1ccccc1Br (configuration not stated)	-12.5%	-4.5%	7.7	-1.3	0.1%	6.6%	-4.1%	0.5%
28	COc1cc(C2C(C(=O)c3cccs3)=C(O)C(=O)N2CCN2CCOCC2)cc(OC)c1OC (configuration not stated)	-1.0%	3.7%	1.4	0.3	1.2%	2.9%	3.7%	-8.2%
29	O=C(Nc1cccc(Cl)c1N1CCCC1)c1ccc(Br)o1	-7.1%	19.2%	13.7	-3.0	-0.1%	7.6%	0.8%	-2.0%
30	CC1CN(C(=O)C2CC2)C(C)CN1C(=O)C1CC1 (configuration not stated)	-2.3%	-0.2%	1.0	-2.0	-0.6%	-2.9%	3.0%	-6.0%
31	O=C(O)c1nc2ccccc2nc1C(=O)O	7.2%	4.2%	-1.8	-2.9	1.7%	1.1%	-1.9%[57.1 µM]	-12.1%
32	CCCCC(=O)NC(=S)Nc1cc(C(=O)O)ccc1Cl	8.4%	1.8%	-12.1	-0.3	-0.7%	-3.3%	8.2%	-10.4%

Next entries follow:
no.	mol	EPAC1 antagonist	WRN helicase inh	PI5P4Ka inh	CCT chaperon mod	MmCpn inh	EPAC1 agonist	EPAC2 antagonist	PLK1 PBD block
33	CCOc1cc2[nH]c(=S)n(CCC(=O)N3CCc4ccccc4C3)c(=O)c2cc1OCC	-3.5%	3.6%	-0.7	1.9	-1.6%	-7.4%	-0.9%	-5.3%
34	CN(C)S(=O)(=O)c1cccc(NC(=O)COC(=O)/C=C/c2ccc3c(c2)OCO3)c1	?	-12.6%[57.1 µM]	2.9	-4.9	0.7%	11.7%	5.1%	0.3%
35	Cc1oc(-c2ccc(-c3ccccc3)cc2)nc1CN1CCN(CC(=O)N(C)C)CC1	-19.0%	1.8%	-1.9	-6.0	-2.2%	12.5%	-4.0%	-8.7%
36	CCN(C(=O)Cn1c(=O)oc2ccccc21)c1c(N)n(Cc2ccccc2)c(=O)[nH]c1=O	-5.5%	14.5%	6.8	-4.3	2.5%	-13.6%	0.9%	-1.4%
37	O=C(Nc1ccc(F)c(Cl)c1)c1ccc2sc([C@H]3C[C@H](O)[C@@H](CO)O3)nc2c1	-8.0%	-4.7%	-1.5	1.6	·	-10.5%	3.8%	3.7%
38	CC(C)c1nn(-c2cc(C(F)(F)F)ccn2)c(=O)o1	-0.5%	-7.7%	2.3	0.6	0.4%	6.7%	6.0%	4.9%
39	CSc1nc(SCc2ccccc2)[nH]c(=O)n1	-5.2%	-4.9%	-9.8	-0.2	·	-11.7%	0.1%	-11.1%
40	CCCCN(C(=O)Cc1ccc(S(=O)(=O)N2CCOCC2)s1)c1c(N)n(CCCC)c(=O)[nH]c1=O	-7.5%	-3.6%	-4.6	-0.1	-2.9%	-5.3%	11.1%	-6.1%
41	N#Cc1c(C(F)(F)F)cc(-c2ccccc2)nc1SCC(=O)Nc1sc2c(c1C#N)CCC2	-8.7%	-14.0%	-24.9	-3.2	1.0%	6.5%	-0.6%	29.9µM*
42	COc1cc(C2=NOC(C(=O)Nc3cccnc3)C2)cc(OC)c1OC (configuration not stated)	6.6%	-14.4%[57.1 µM]	7.2	-0.4	0.7%	10.0%	-8.0%	-1.0%
43	COc1cc(NC(=O)[C@@H](NC(=O)c2ccco2)C(C)C)c(OC)cc1NC(=O)c1ccccc1	?	-7.3%	6.3	-2.2	-0.3%	-7.5%	5.0%	-1.9%

Arranged by length of the SMILES (high to low): eight of the compounds above
no.	mol	EPAC1 antagonist	WRN helicase inh	PI5P4Ka inh	CCT chaperon mod	MmCpn inh	EPAC1 agonist	EPAC2 antagonist	PLK1 PBD block
40	CCCCN(C(=O)Cc1ccc(S(=O)(=O)N2CCOCC2)s1)c1c(N)n(CCCC)c(=O)[nH]c1=O	-7.5%	-3.6%	-4.6	-0.1	-2.9%	-5.3%	11.1%	-6.1%
43	COc1cc(NC(=O)[C@@H](NC(=O)c2ccco2)C(C)C)c(OC)cc1NC(=O)c1ccccc1	?	-7.3%	6.3	-2.2	-0.3%	-7.5%	5.0%	-1.9%
36	CCN(C(=O)Cn1c(=O)oc2ccccc21)c1c(N)n(Cc2ccccc2)c(=O)[nH]c1=O	-5.5%	14.5%	6.8	-4.3	2.5%	-13.6%	0.9%	-1.4%
34	CN(C)S(=O)(=O)c1cccc(NC(=O)COC(=O)/C=C/c2ccc3c(c2)OCO3)c1	?	-12.6%[57.1 µM]	2.9	-4.9	0.7%	11.7%	5.1%	0.3%
33	CCOc1cc2[nH]c(=S)n(CCC(=O)N3CCc4ccccc4C3)c(=O)c2cc1OCC	-3.5%	3.6%	-0.7	1.9	-1.6%	-7.4%	-0.9%	-5.3%
35	Cc1oc(-c2ccc(-c3ccccc3)cc2)nc1CN1CCN(CC(=O)N(C)C)CC1	-19.0%	1.8%	-1.9	-6.0	-2.2%	12.5%	-4.0%	-8.7%
42	COc1cc(C2=NOC(C(=O)Nc3cccnc3)C2)cc(OC)c1OC (configuration not stated)	6.6%	-14.4%[57.1 µM]	7.2	-0.4	0.7%	10.0%	-8.0%	-1.0%
38	CC(C)c1nn(-c2cc(C(F)(F)F)ccn2)c(=O)o1	-0.5%	-7.7%	2.3	0.6	0.4%	6.7%	6.0%	4.9%
